Source: PubChem (Sanford-Burnham Center for Chemical Genomics)
UPR CHOP act: activators of apoptotic CHOP UPR arm, primary screen, cell-based, CHO-CHOP luciferase reporter, luminescence, uHTS | actives 0.34% (n = 330,000) | UPR activation; percent of tunicamycin response over DMSO baseline | activation, % at 10 µM;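 active = at 10 µM dose, activation of 40% or more, normalized to positive control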;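 note: 100% = tunicamycin at 10 µg/mL and 0% = DMSO alone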
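Evaluation: % reporter activation, DMSO baseline versus tunicamycin full activation; System: CHO-CHOP luciferase reporter cell line; Input: 500 cells/well; Incubation: 6 h compound treatment, 37 °C; Measured by: Steady-Glo luciferase luminescence; Dosing: one dose, 10 µM in 0.5% DMSO; Buffer or medium: F12 medium, 10% FBS; Benchmarks: positive tunicamycin 10 µg/mL, negative DMSO alone.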
697 NFkB inh: inhibitors of PMA/ionomycin-induced NF-kB reporter, 697 cells, primary screen, B-cell NF-kB inhibitor project, cell-based, luminescence, uHTS; 697 B-cell NF-kB luciferase reporter, 16 h; inhibition, % at 4 µM; actives 0.33% (n = 330,000); in the data active = inhibition above about 35%
EBI2 block: EBI2 receptor antagonists, beta-arrestin recruitment, primary screen, cell-based, luminescence, 7a,25-OHC stimulation, uHTS | 7a,25-OHC stimulated | actives 0.81% (n = 360,000) | inhibition, % at 5 µM; in the data active = inhibition above about 38%;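 note: enzyme fragment complementation signal reports receptor beta-arrestin coupling in cells; 0% = agonist plus DMSO wells and 100% = wells without agonist; some results beyond the cut were filed as inactive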
Target sequence (P32249 whole entry, looked up, the tested form may be a part): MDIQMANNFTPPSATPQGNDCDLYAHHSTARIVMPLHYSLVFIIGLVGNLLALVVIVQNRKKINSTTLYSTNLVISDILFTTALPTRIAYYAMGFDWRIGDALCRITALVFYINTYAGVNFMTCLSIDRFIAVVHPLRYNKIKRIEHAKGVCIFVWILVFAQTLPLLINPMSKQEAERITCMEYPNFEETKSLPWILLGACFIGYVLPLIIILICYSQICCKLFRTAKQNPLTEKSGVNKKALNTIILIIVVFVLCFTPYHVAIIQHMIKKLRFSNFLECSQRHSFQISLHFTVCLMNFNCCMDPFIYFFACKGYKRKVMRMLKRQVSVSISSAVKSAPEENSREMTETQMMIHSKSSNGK
UPR XBP1 act: activators of adaptive XBP1 UPR arm, primary screen, cell-based, CHO-XBP1 luciferase reporter, luminescence, uHTS | IRE1-XBP1 UPR activation; percent of tunicamycin response, DMSO as zero | activation, % at 20 µM | actives 0.33% (n = 330,000) | AID 463104, 2010;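 active = versus positive control, 20 µM dose yields 30% or more activation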;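 note: 100% = tunicamycin at 10 µg/mL and 0% = DMSO only wells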
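Material: CHO-XBP1 cells stably carrying IRE1-XBP1-driven luciferase reporter / Amount: 1000 cells per well / Compound: 20 µM, 1% DMSO / Times: 6 h treatment, 37 °C / Detection: luciferase luminescence / Measure: % activation of reporter signal versus tunicamycin and DMSO controls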
CXCR6 inh: CXCR6 receptor inhibitors, primary screen, cell-based, beta-arrestin, luminescence, CHO-K1 PathHunter, 1536-well; inhibition, % at 20 µM; actives 0.36% (n = 360,000); C-X-C chemokine receptor type 6 (Homo sapiens), O00574; in the data active = inhibition above about 34%, passing the limit was not always enough;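 note: antagonist mode with CXCL16 agonist at 10 nM final; 0% = 10 nM CXCL16 with DMSO and 100% = unstimulated wells without agonist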
Target sequence (O00574 whole entry, looked up): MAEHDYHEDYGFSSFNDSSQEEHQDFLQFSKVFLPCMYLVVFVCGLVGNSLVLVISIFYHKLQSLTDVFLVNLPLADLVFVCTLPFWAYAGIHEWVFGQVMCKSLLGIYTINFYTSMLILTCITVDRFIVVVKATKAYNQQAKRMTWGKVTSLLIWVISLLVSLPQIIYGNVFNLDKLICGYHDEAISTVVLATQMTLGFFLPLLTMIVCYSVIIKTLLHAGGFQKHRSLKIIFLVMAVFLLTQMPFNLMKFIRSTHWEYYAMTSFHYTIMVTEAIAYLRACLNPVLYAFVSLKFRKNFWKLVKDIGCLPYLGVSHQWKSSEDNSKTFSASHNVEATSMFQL
CCR6 antagonist: CCR6 receptor antagonists, primary screen, cell-based, CHO-K1, luminescence, beta-arrestin, uHTS; inhibition, % at 20 µM; C-C chemokine receptor type 6 (Homo sapiens), P51684; actives 0.49% (n = 340,000); CHO-K1 CCR6 PathHunter beta-arrestin, CCL20-stimulated; AID 493098, 2011;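 active = compounds whose inhibition of the agonist-driven luminescence signal at 20 µM reaches about 50%, limit read from the data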;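 note: cells stimulated with CCL20 at 14 nM final; plate controls were DMSO with CCL20 for no effect and DMSO without agonist for full effect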
Gli-Sufu block: Gli-Sufu pathway antagonists, primary screen, luciferase luminescence, Sufu-KO-LIGHT cells, uHTS; Sufu-KO-LIGHT fibroblasts, Gli luciferase reporter luminescence; inhibition, % at 5 µM; actives 0.74% (n = 340,000); AID 588413, 2011;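 active = inhibition above about 55%, limit read from the data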;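 note: 0% = DMSO-treated cells and 100% = wells with medium but no cells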
Jurkat NFkB inh: inhibitors of induced NF-kB luciferase reporter, primary screen, TCR NF-kB activation inhibitor project, cell-based, luminescence, uHTS; Jurkat, PMA/ionomycin-induced NF-kB luciferase reporter; inhibition, % at 4 µM; actives 0.53% (n = 330,000); in the data active = inhibition above about 50%
Mdm2 MdmX PPI: inhibitors of human Mdm2-MdmX association, primary screen, cell-based, luminescence, split luciferase, SaOS-2, uHTS; Protein Mdm4 (Homo sapiens) + E3 ubiquitin-protein ligase Mdm2 (Homo sapiens), …; SaOS-2 split-luciferase Mdm2/MdmX complementation; inhibition, % at 8 µM; actives 3% (n = 330,000); AID 485346, 2010;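 active = inhibition of at least 50% at 8 µM in the primary screen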
* marks the source's active call; other numbers are inactive results; / = no result given.

mol,CCR6 antagonist,UPR XBP1 act,CXCR6 inh,Gli-Sufu block,Mdm2 MdmX PPI,697 NFkB inh,EBI2 block,UPR CHOP act,Jurkat NFkB inh
CCn1c(SCC(=O)Nc2ccc3c(c2)OCCO3)nnc1-c1c[nH]c2ccccc12,14.7,1.7,-4.5,-2.2,4.0,-18.7,-0.2,3.2,-7.4
CCS(=O)(=O)N1CCN(CC2CC3C=CC2C3)CC1 (configuration not stated),-2.5,1.8,1.9,3.8,-15.3,6.7,-5.2,-0.2,-8.7
Cc1cc(N(CCO)CCO)ccc1C(c1ccc(N(CCO)CCO)cc1C)c1ccccc1Cl,1.6,-1.3,0.9,-3.1,16.6,20.2,6.8,1.0,3.2
CC1(C)CC(=O)C(C=Nc2ccc(O)cc2)=C(O)C1,2.0,2.9,6.8,9.5,18.4,-13.2,-0.9,1.1,8.7
O=C(CSCc1ccccc1Cl)N/N=C/c1ccco1,11.5,4.3,3.4,-3.0,-21.7,-5.7,-13.3,0.3,3.4
O=C(c1ccco1)N1N=C(c2cccs2)CC1c1ccccc1O (configuration not stated),1.2,-1.2,-5.1,-0.6,26.1,-9.8,2.0,2.7,3.4
O=C(CNC(=O)c1ccc(Cl)cc1)c1ccc(Cl)cc1,5.7,0.0,0.4,-18.3,-12.4,-15.2,10.3,3.7,-9.3
CCn1c(SCc2nc3ccccc3[nH]2)nnc1-c1cccs1,-6.0,-1.7,0.7,19.4,-2.2,9.7,0.5,-1.5,-4.0
COCc1ccc(CN2CCC(N3CCC(C(=O)N4CCCC4)CC3)CC2)o1,0.7,-5.0,2.5,-0.7,-2.9,15.0,-10.6,1.4,15.1
O=C(Nc1ccc2c(c1)CCC2)c1cccc(OC(F)F)c1,11.9,1.5,-3.1,-76.7,-201.9,-189.0,3.6,5.7,-193.2
CC1CCC(NC(=O)c2cc3ccccc3cc2O)CC1 (configuration not stated),-1.3,0.7,-1.0,-68.7,-113.5,-48.4,1.5,6.2,-85.3
COc1ccc(C(=O)OCC(=O)NC2CC2)cc1F,2.1,-0.9,6.0,-0.4,-6.4,13.0,3.4,1.6,10.5
CC(C)(C)NC(=O)c1oc2ccccc2c1COc1ccccc1,30.3,-0.6,4.8,4.9,8.0,-43.7,-6.2,1.4,-3.0
C=CCN(CC=C)C(=O)COn1nnc2ccc(S(=O)(=O)N3CCOCC3)cc21,0.8,-5.9,-6.8,5.8,11.0,6.7,5.6,0.8,8.3
COc1cccc(C(=O)/C(C#N)=N/Nc2cccc(-c3ccnc(C)n3)c2)c1,20.5,3.0,8.7,6.7,22.9,-14.9,7.5,-2.1,-13.0
COc1ccc(OC(C)C(=O)N2CCc3ccccc3C2)cc1 (configuration not stated),-4.2,-0.3,1.1,4.0,16.1,-2.7,-7.1,-1.8,-9.1
CC(C)(C)C(=O)NC1CCN(S(=O)(=O)c2ccccc2F)CC1,-0.3,-3.3,-1.3,-7.8,-1.2,6.3,-5.2,1.3,2.6
CC(C)n1cc(CN2CCC(n3nccc3NC(=O)Cc3ccccc3)CC2)cn1,11.7,-1.5,-0.2,2.0,8.2,-8.2,-4.4,0.3,-7.0
Cc1ccc(S(=O)(=O)N2CC(O)CC2C(=O)OCC(=O)Nc2ccc([N+](=O)[O-])cc2C(F)(F)F)cc1C (configuration not stated),-5.2,-1.8,-13.7,2.9,0.9,21.8,-9.0,0.3,2.4
Cc1ccc(C)c(CN2C(=O)COc3ccccc32)c1,21.5,-1.2,3.9,6.4,-10.3,-17.9,10.4,2.3,-14.0

Continued, overlapping the part above by 4 compounds.
mol,CCR6 antagonist,UPR XBP1 act,CXCR6 inh,Gli-Sufu block,Mdm2 MdmX PPI,697 NFkB inh,EBI2 block,UPR CHOP act,Jurkat NFkB inh
CC(C)(C)C(=O)NC1CCN(S(=O)(=O)c2ccccc2F)CC1,-0.3,-3.3,-1.3,-7.8,-1.2,6.3,-5.2,1.3,2.6
CC(C)n1cc(CN2CCC(n3nccc3NC(=O)Cc3ccccc3)CC2)cn1,11.7,-1.5,-0.2,2.0,8.2,-8.2,-4.4,0.3,-7.0
Cc1ccc(S(=O)(=O)N2CC(O)CC2C(=O)OCC(=O)Nc2ccc([N+](=O)[O-])cc2C(F)(F)F)cc1C (configuration not stated),-5.2,-1.8,-13.7,2.9,0.9,21.8,-9.0,0.3,2.4
Cc1ccc(C)c(CN2C(=O)COc3ccccc32)c1,21.5,-1.2,3.9,6.4,-10.3,-17.9,10.4,2.3,-14.0
CCN(CC(=O)Nc1ccc(NC(C)=O)cc1)C(=O)C1(c2ccccc2)CC1,3.0,3.9,-0.2,3.7,-37.5,26.2,-11.5,-0.5,11.1
CC1CC(C)CN(C(=O)COC(=O)c2cc3ccccc3oc2=O)C1 (configuration not stated),-0.4,1.9,4.8,3.3,-22.7,-10.9,11.2,4.1,-17.9
CCn1c(SCC(=O)OCc2ccccc2)nc2c1c(=O)n(C)c(=O)n2C,-2.2,-2.7,9.3,0.0,10.8,11.2,2.2,-1.2,9.1
COc1ccccc1NC(=O)C(C)Sc1nnnn1C (configuration not stated),12.8,-3.5,-4.1,5.5,-10.8,6.2,4.7,-1.1,-15.9
O=C(CNS(=O)(=O)c1ccc2ccccc2c1)OCc1csc(-c2ccccc2)n1,-32.3,-1.4,3.3,9.0,-22.8,-15.6,-0.1,0.6,19.0
COc1cc2c(cc1OC)C(c1cccc(Cl)c1)CC(=O)N2 (configuration not stated),31.5,-1.8,2.0,4.4,-4.5,-7.6,4.1,4.5,-2.8
CCOC(=O)c1nnn2c1nc(N1CCN(c3ccccc3)CC1)c1ccccc12,13.9,0.2,4.9,14.7,26.1,24.5,-8.7,3.2,16.4
CCn1c(SCC(=O)OC2CCCCC2)nnc1-c1ccncc1,-7.5,0.3,-5.0,11.1,15.7,-0.4,-1.0,1.8,4.0
O=C(Nc1ccc(Cl)cc1)Nc1nc(-c2ccccc2)cs1,6.6,-1.1,-3.5,-4.7,10.5,-20.8,14.9,2.0,10.9
Cc1cc(Cl)ccc1C(=O)C1CCCN(C(=O)c2nonc2C)C1 (configuration not stated),16.8,-4.9,4.3,1.6,32.2,-3.1,6.3,1.4,-1.1
CCOc1ccc(S(=O)(=O)NCCSCc2ccco2)cc1,2.1,-0.1,-4.5,38.1,-7.3,-11.1,-8.9,-0.3,13.0
COCCNc1cc(N)c([N+](=O)[O-])cc1[N+](=O)[O-],3.4,1.5,9.0,-4.4,5.4,-5.3,0.1,4.2,-20.0
COc1ccc(CCN2C(=NC(=O)CC(C)C)SC3CS(=O)(=O)CC32)cc1 (configuration not stated),-8.1,-0.2,18.0,1.4,-6.3,-14.3,0.3,-0.2,-0.4
COC(=O)C1=C(CS(=O)(=O)c2cc(Cl)ccc2OC)NC(=O)NC1c1ccc(O)c(OC)c1 (configuration not stated),7.7,1.3,-2.1,-1.3,-1.1,-18.9,2.7,-1.2,3.2
NC(=O)CSc1oc(-c2ccco2)nc1S(=O)(=O)c1ccc(Cl)cc1,6.2,-1.4,2.2,20.2,18.8,20.3,-6.3,0.3,10.0
COc1cccc(CN(C)CC2CCCN(CCc3ccc(Cl)cc3)C2)c1OC (configuration not stated),10.9,-0.9,3.7,-3.4,5.5,-14.8,12.7,1.6,-8.7
CCCNc1ncnc2nc[nH]c12,1.1,-2.6,2.4,1.1,10.1,10.8,-10.2,0.9,2.4
Cc1[nH]c(=O)[nH]c(=O)c1S(=O)(=O)N1CCCC(C(=O)N2CCN(c3cccc(C(F)(F)F)c3)CC2)C1 (configuration not stated),7.0,0.3,8.4,-1.1,7.8,-0.1,4.5,-2.6,1.7
COC(=O)CC1=C(c2ccc([N+](=O)[O-])cc2)CCC1=O,10.0,/,-4.0,7.1,/,/,-21.7,/,/
Cc1onc(-c2ccccc2Cl)c1C(=O)N1CCCC1,11.8,-5.2,-4.0,45.9,22.1,5.8,-5.2,0.6,-0.4
COc1cc2sc(C)nc2cc1C,4.2,-1.4,0.8,-24.8,-29.5,-13.9,-8.5,0.2,-13.2
CC(c1nnc(SCC(=O)NC(=O)NCc2ccco2)n1-c1ccc(Cl)cc1)N(C)C (configuration not stated),-12.4,-4.7,1.1,2.7,-13.7,-3.2,-7.1,-0.3,5.2
c1ccc(Cn2c(-c3ccccc3)nc3nc4ccccc4nc32)cc1,19.0,1.9,12.2,7.0,3.2,-6.3,-7.8,0.7,-5.0
COC(=O)c1nn(-c2ccc(Oc3ccccc3)cc2)c(=O)cc1O,14.5,-4.1,6.7,2.2,0.6,4.6,3.8,-0.3,6.5
CCCCn1c(N)c(N(CC)C(=O)C(c2ccccc2)c2ccccc2)c(=O)[nH]c1=O,-9.4,-0.5,12.4,7.8,-3.0,15.8,8.1,1.4,-9.5
O=C(C1=C[C@H](c2coc3ccccc3c2=O)C[C@H](OCc2ccc(CO)cc2)O1)N1CCN(Cc2ccccc2)CC1,11.0,-0.9,3.1,21.0,8.8,7.8,16.0,-0.5,-0.3
COc1ccc(Cn2c(C3CC3)nc3ccc(NC(=O)c4ccco4)cc3c2=O)cc1,9.6,2.8,8.5,-82.0,-96.9,-122.6,13.6,4.3,-66.4
Cc1ccc(CCNS(=O)(=O)c2ccc(C)cc2)cc1,21.5,-0.4,1.4,-10.5,5.8,31.4,-3.0,-2.5,-1.5
COc1ccc(CC2(c3ccccc3)NC(=O)NC2=O)cc1 (configuration not stated),7.4,/,-1.0,-3.5,/,/,-6.7,/,/
O=C(CCCNS(=O)(=O)c1cccc2nsnc12)NCc1ccc(F)cc1,20.3,-1.6,3.3,-14.0,21.0,3.3,17.5,0.4,6.0
O=C1C(=O)N(Cc2cccnc2)C(c2ccccn2)/C1=C(/O)c1ccc(Br)cc1 (configuration not stated),-8.9,-0.2,-2.0,2.3,-7.5,10.7,-8.4,1.8,-15.5
Nc1ccc(C(=O)OCC(=O)Nc2cccc(S(=O)(=O)NC3=NCCCCC3)c2)cc1[N+](=O)[O-],15.8,-2.9,0.2,3.8,27.2,-4.1,-14.4,-1.0,-1.1
CCC(C(=O)NC1CCCC1)N(Cc1ccccc1Cl)C(=O)c1snc(C(N)=O)c1N (configuration not stated),5.7,-1.1,1.0,6.6,0.4,16.3,-5.5,2.2,-3.3
